# Bioassay records (PubChem)
# G9a inh – G9a (human) methyltransferase inhibition | G9a H3K9 monomethylation, AlphaScreen, 2 h | Potency, µM (doses to about 102 µM), without a hit: at the top dose activity, negative = inhibition, most hits filed as inhibitors | hit rate 8.8% among 350,000; further: potency means the concentration at half of the fitted maximal effect; on the % scale 0 is the no-effect control and ±100 the full control effect; nearly all actives have a fitted effect of over 75% in size
#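 Step 1: enzyme (final 20 nM) with compound, 15 min RT. Step 2: substrate peptide 500 nM and SAM 20 uM, 2 h RT. Step 3: anti-H3K9me1 antibody and AlphaScreen beads, 10 min, then plate read.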
# Pin1 inh – human Pin1 inhibition. Q13526. Pin1 FP peptide displacement, HiFluor488, 10 min. Potency, µM (top dose mostly 115 µM), inactives show at the top dose activity, negative = inhibition, actives largely listed as inhibitors. hit rate 0.009% among 390,000; active means well fitted inhibition curve with a large enough effect in the polarisation, with a control signal flat, not every such curve was filed as active; inconclusive means small, poorly fitted or top-dose-only effect, or effect the other way, or a change in a side signal; inactive means no such curve, though single readings can be large or run the other way; the % refers to the polarisation; further: potency means the concentration at half of the fitted maximal effect; on the % scale 0 is the no-effect control and ±100 the full control effect
# JMJD2A Tudor – blocks the human JMJD2A Tudor domain; Potency, µM (series often up to 114 µM), for inactives: at the highest dose activity change, negative = inhibition, usual class: inhibitors; hit rate 4.4% among 390,000; AlphaScreen JMJD2A-Tudor / H3K4me3 peptide binding; O75164; AID 504339; further: potency means the concentration at half of the fitted maximal effect; on the % scale 0 is the no-effect control and ±100 the full control effect; nearly all actives have a fitted effect of over 50% in size
# Target sequence (O75164 whole entry, looked up, the tested form may be a part): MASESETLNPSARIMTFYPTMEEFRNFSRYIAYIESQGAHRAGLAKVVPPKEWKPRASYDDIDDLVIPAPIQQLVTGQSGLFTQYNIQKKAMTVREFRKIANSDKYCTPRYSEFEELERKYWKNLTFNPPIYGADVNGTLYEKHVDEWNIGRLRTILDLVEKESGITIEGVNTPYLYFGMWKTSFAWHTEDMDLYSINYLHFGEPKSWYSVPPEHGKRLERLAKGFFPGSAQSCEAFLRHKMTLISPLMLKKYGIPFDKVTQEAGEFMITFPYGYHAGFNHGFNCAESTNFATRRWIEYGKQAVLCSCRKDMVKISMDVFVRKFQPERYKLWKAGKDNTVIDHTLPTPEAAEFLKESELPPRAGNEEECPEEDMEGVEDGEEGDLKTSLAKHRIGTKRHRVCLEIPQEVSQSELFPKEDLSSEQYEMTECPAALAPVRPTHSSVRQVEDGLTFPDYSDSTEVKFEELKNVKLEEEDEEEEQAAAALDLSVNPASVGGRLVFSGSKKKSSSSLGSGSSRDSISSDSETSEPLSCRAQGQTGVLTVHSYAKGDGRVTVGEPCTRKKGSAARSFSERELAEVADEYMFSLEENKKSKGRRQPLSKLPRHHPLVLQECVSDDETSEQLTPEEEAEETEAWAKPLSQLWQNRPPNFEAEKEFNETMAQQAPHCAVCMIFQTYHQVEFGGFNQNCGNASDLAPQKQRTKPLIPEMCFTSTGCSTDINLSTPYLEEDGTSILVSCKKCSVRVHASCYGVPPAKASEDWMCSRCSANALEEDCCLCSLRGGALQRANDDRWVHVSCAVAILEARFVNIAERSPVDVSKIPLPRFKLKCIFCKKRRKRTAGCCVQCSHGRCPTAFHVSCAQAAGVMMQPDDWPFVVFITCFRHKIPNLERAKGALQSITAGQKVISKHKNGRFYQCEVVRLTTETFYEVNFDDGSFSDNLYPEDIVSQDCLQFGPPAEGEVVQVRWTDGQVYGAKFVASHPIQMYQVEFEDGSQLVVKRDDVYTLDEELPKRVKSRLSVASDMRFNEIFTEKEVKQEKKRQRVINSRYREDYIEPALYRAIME
# HP1b chromo inh – HP1-beta chromodomain-methylated histone interaction inhibition. AlphaScreen HP1-beta / biotin-H3K9me3 peptide binding. AID 540317. Potency, µM (series often up to 114 µM), for the others: at the top dose activity change, negative = inhibition, most hits filed as inhibitors. hit rate 0.56% among 390,000. P83916; further: potency means the concentration at half of the fitted maximal effect; nearly all actives have a fitted effect of over 70% in size; inactives centre near 23
#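 Compound inhibition of the preformed complex between 50 nM HP1-beta and 50 nM biotinylated H3K9me3 peptide was read by AlphaScreen. Buffer was PBS pH 7.4 with 0.01% Tween-20. Incubations ran 30 min at room temperature, with 10 ug/mL donor/acceptor beads.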
# Tb PGK inh – inhibitors of T. brucei phosphoglycerate kinase; P07378; PGK/GAPDH coupled, Kinase-Glo luminescence, 60 min; Potency, µM (doses to about 57.5 µM), for inactives: top-dose activity change, negative = inhibition, actives largely listed as inhibitors; hit rate 0.043% among 380,000; AID 602233; further: potency means the concentration at half of the fitted maximal effect; on the % scale 0 is the no-effect control and ±100 the full control effect; nearly all actives have a fitted effect of over 60% in size
#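 Recombinant glycosomal PGK reaction used 1,3-bisphosphoglycerate generated in-well by GAPDH (100nM final) in 100mM TEA pH 7.6, 5mM MgCl2, 0.01% Tween-20. After 60 minutes at room temperature, ATP was read by Kinase-Glo Plus luminescence end-point.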
# ERG Ets-DNA blk – blocks human ERG Ets domain binding to DNA. hit rate 0.028% among 370,000. fluorescence polarization, His-ERG Ets domain / labelled DNA. P11308. Potency, µM (top dose mostly 76.9 µM), inactives show at the top dose FP activity, negative = inhibition, usual class: inhibitors; active means well fitted inhibition curve with a large enough effect in the polarisation, with a control signal flat; inconclusive means small, poorly fitted or top-dose-only effect, or effect the other way, or a change in a side signal; inactive means no such curve, though single readings can be large or run the other way; the % refers to the polarisation;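 further: polarization taken with two DNA probes labelled with fluorescein and Texas red; potency means the concentration at half of the fitted maximal effect; % of control where 0% means no effect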
#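 His-tagged ERG Ets domain (1 uM in the protein solution; 300mM KCl, 50mM Tris-HCl, 1mM EDTA, 1mM DTT, pH 7.5) received compound, then a probe mix of 5 nM fluorescein-DNA and 100nM Texas-615-DNA. Fluorescence polarization was read for both dyes.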
# GLS inh – blocks human kidney-isoform glutaminase activity. O94925. GLS enzymatic activity, qHTS titration. Potency, µM (top dose mostly 45.5 µM), inactives show at the top dose activity change, negative = inhibition, most hits filed as inhibitors. hit rate 0.21% among 410,000. AID 624170; further: potency means the concentration at half of the fitted maximal effect; on the % scale 0 is the no-effect control and ±100 the full control effect
#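 Read-out is an Amplex red fluorescence increase coupled through glutamate oxidase and HRP, measured before and after 30 min room-temperature incubation. hKGA is in 45 mM KH2PO4 (pH 8.2) with 0.02% Tween-20; glutamine added as 1mM solution.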
# BAZ2B inh – inhibitors of human BAZ2B bromodomain; Q9UIF8; AlphaScreen BAZ2B-H3K14Ac peptide displacement; Potency, µM (series often up to 114 µM), for the others: at the top dose activity change, negative = inhibition, usual class: inhibitors; hit rate 4.4% among 360,000; AID 504333; further: potency means the concentration at half of the fitted maximal effect; on the % scale 0 is the no-effect control and ±100 the full control effect; nearly all actives have a fitted effect of over 60% in size
#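 AlphaScreen luminescence quantifies BAZ2B engagement of H3K14Ac peptide; the protein and biotinylated peptide are both at 50 nM final, buffer PBS pH 7.4 with 0.01% Tween-20, all steps at room temperature.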
# PI4K2A inh – PI4K2A (human) kinase inhibition; Q9BTU6; purified PI4K2A, ADP-Glo luminescence, 1 h; hits give low values; activity change, negative = inhibition, % at 76.9 µM; hit rate 0.13% among 420,000; AID 1346378; in the data active means activity change below about -50%; inconclusive means mostly about -30% to -49%;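 further: -100% = wells without enzyme as full effect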
#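 PI4K2A activity was measured by ADP-Glo luminescence: enzyme (4 ug/mL stock) and phosphatidylinositol (1.2 mM stock) in Tris pH 7.5/MgCl2/EGTA/Triton X-100 buffer were reacted with ATP (300 microM stock) for one hour at ambient temperature.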
# Starred values were filed as active, the others as inactive; i = inactive; ? = inconclusive; . = no result given; & = joins results of further samples; [ ] = remark or other dose. Unless noted, the call rests on the fitted dose curve; in most records, active means well fitted curve in the direction sought with a large enough effect; inconclusive means small, poorly fitted or top-dose-only effect, or another doubt; inactive means no such curve, though single readings can be large; an effect the other way counts as inactive or inconclusive.
SMILES,G9a inh,Pin1 inh,JMJD2A Tudor,HP1b chromo inh,Tb PGK inh,ERG Ets-DNA blk,GLS inh,BAZ2B inh,PI4K2A inh
CCCOC(=O)c1ccc(NC(=O)c2ccccc2OC)cc1,?,0%,30%,53%[activator],i,-18%,4%,29%,-3
CC(C)[C@H](NC(=O)N1CC(=O)Nc2ccccc21)C(=O)Nc1nccs1,11%[59 µM],-1%,-14%,9%,2%,4%,10%,-3%,-4
Cc1c(C(=O)N2CCCCC2)nn(-c2ccc(Cl)cc2)c(=O)c1C#N,?,-3%,-4%,44%[activator],-3%,-5%,-4%,-16%,5
O=C(NCCc1c[nH]c2ccccc12)c1cc2ccccc2oc1=O,-44%,-5%,?,-24%,-8%,-1%,0%,?,-12
COc1cccc(NC(=O)CN(C)C(=O)c2ccc(S(=O)(=O)Nc3ccccc3C)cc2)c1,7%[12.7 µM],-2%,-18%,23%,-10%,7%,-1%,8%,4
Cc1cc2cccc(C)c2nc1SCC(=O)NC1CCCCC1,-5%,0%,-9%,2%,-8%,-6%,-1%,-3%,-3
Cc1ccc(C(=O)N2CCCC2)c(F)c1F,11%,-2%,?,-4%,0%,-4%,68%[activator],6%,2
CCO[C@@H]1OC(C(=O)N2CCN(C)CC2)=C[C@H](c2coc3ccccc3c2=O)[C@H]1CCCO,-2%[12.7 µM],2%,-15%,12%,-10%,-7%,21%,-21%,-2
CCc1nnc(SCc2cccc(Cl)c2)c2cc3sccc3n12,28%[59 µM],9%,17%,55%[activator],.,2%,-6%,8%,2
CCN1C(=O)C(C)S/C1=N\S(=O)(=O)c1ccc(Cl)s1 (centres undefined),19%[59 µM],-4%,14%,28%,-1%,-3%,-4%,2%,-7
CCCCC(=O)NC(N1CCCCC1)C(Cl)(Cl)Cl (centres undefined),-34%[59 µM],-6%,-5%,83%[activator],-3%,8%,0%,-12%,-6
CC(=O)Nc1ccc(NC(=O)C(C)OC(=O)c2ccccc2Sc2ccccc2C#N)cc1 (centres undefined),?,?,-10%,51%[activator],i,7%,-4%,-5%,3
Cc1cccc2cc(CN(CC3CCCO3)C(c3nnnn3Cc3ccco3)C(C)C)c(=O)[nH]c12 (centres undefined),?,13%,?,-3%,-8%,9%,2%,?,2
O=C1C2CC=CCC2C(=O)N1c1ccc(Cc2ccncc2)cc1 (centres undefined),1%[12.7 µM],-5%,-4%,28%,i,.,-1%,-35%,0
CCN(Cc1ccccc1)C(=O)c1cnn(-c2ccc(F)cc2)c1-n1cccc1,?,-10%,1%,49%[activator],0%,1%,-3%,-14%,4
O=C(Nc1cccc2nsnc12)c1cccnc1Cl,23%[59 µM],9%,7%,36%,-3%,-2%,0%,4%,-1
Cc1ccc(Nc2cc(C)nc3ccccc23)c(C)c1,.,7%,-13%,4%,8%,-1%,12%,.,2
COc1ccc(C)cc1NC(=O)c1oc2ccc(S(=O)(=O)N3CCCCC3)cc2c1C,-17%[59 µM],-9%,-20%,32%,-5%,2%,-8%,0%,-1
O=C(CN1C(=O)c2ccc([N+](=O)[O-])cc2C1=O)Nc1nnc(C2CC2)s1,.,0%,79µM*,-4%,-7%,4%,6%,.,-6
Fc1ccccc1-c1csc(=Nc2cccnc2)n1CCCn1ccnc1,45µM*,3%,?,-19%,-7%,-10%,-4%,45µM*,0

# Entries of single compounds as entered above.
# Cc1cccc2cc(CN(CC3CCCO3)C(c3nnnn3Cc3ccco3)C(C)C)c(=O)[nH]c12 (centres undefined) reads G9a inh: ?; Pin1 inh: 13%; JMJD2A Tudor: ?; HP1b chromo inh: -3%; Tb PGK inh: -8%; ERG Ets-DNA blk: 9%; GLS inh: 2%; BAZ2B inh: ?; PI4K2A inh: 2
# CCCOC(=O)c1ccc(NC(=O)c2ccccc2OC)cc1 reads G9a inh: ?; Pin1 inh: 0%; JMJD2A Tudor: 30%; HP1b chromo inh: 53%[activator]; Tb PGK inh: i; ERG Ets-DNA blk: -18%; GLS inh: 4%; BAZ2B inh: 29%; PI4K2A inh: -3
# Cc1ccc(Nc2cc(C)nc3ccccc23)c(C)c1 reads G9a inh: .; Pin1 inh: 7%; JMJD2A Tudor: -13%; HP1b chromo inh: 4%; Tb PGK inh: 8%; ERG Ets-DNA blk: -1%; GLS inh: 12%; BAZ2B inh: .; PI4K2A inh: 2

# As entered above.
# For GLS inh, `CC(C)[C@H](NC(=O)N1CC(=O)Nc2ccccc21)C(=O)Nc1nccs1` reads 10%
# For ERG Ets-DNA blk, `Cc1cccc2cc(CN(CC3CCCO3)C(c3nnnn3Cc3ccco3)C(C)C)c(=O)[nH]c12` (centres undefined) reads 9%

# Molecules above that contain an NH in an aromatic ring:
SMILES,G9a inh,Pin1 inh,JMJD2A Tudor,HP1b chromo inh,Tb PGK inh,ERG Ets-DNA blk,GLS inh,BAZ2B inh,PI4K2A inh
O=C(NCCc1c[nH]c2ccccc12)c1cc2ccccc2oc1=O,-44%,-5%,?,-24%,-8%,-1%,0%,?,-12
Cc1cccc2cc(CN(CC3CCCO3)C(c3nnnn3Cc3ccco3)C(C)C)c(=O)[nH]c12 (centres undefined),?,13%,?,-3%,-8%,9%,2%,?,2

# The list goes on:
SMILES,G9a inh,Pin1 inh,JMJD2A Tudor,HP1b chromo inh,Tb PGK inh,ERG Ets-DNA blk,GLS inh,BAZ2B inh,PI4K2A inh
CCOC(=O)CSC1=C(C#N)C(c2ccco2)C(C(=O)Nc2cccc(C(F)(F)F)c2)=C(C)N1 (centres undefined),8%[59 µM],?,-23%,25%,3%,-1%,-7%,-3%,2
CC1(c2ccc(OC(F)F)cc2)NC(=O)N(CC(=O)NCCC2=CCCCC2)C1=O (centres undefined),2%[12.7 µM],-3%,-13%,25%,-2%,13%,6%,0%,-3
CCCNC(=O)CCn1cc(-c2ccc(OC)cc2)nc1-c1ccncc1,1%,-5%,-15%,0%,-7%,6%,-1%,-28%,1
CC(=O)Nc1ccc(NC(=O)c2cc(C3CC3)nc3c2cnn3C(C)C)cc1,?,5%,-10%,5%,-2%,-8%,-6%,11%,-3
CCOc1ccc(C(CCc2ccccc2)NC(=O)c2ccccc2F)cc1OCC (centres undefined),10%[59 µM],2%,-6%,21%,-3%,-18%,-8%,-5%,1
c1ccc(-c2noc(CCC3CCCC3)n2)cc1,268%[activator],-12%,157%[activator],248%[activator],-1%,-1%,-12%,104%[activator],2
CC1(C)CC(=O)N(c2cc(Cl)cc(Cl)c2)C(=O)C1,7%,-10%,-2%,65%[activator],-7%,-2%,-23%,1%,3
COc1ccc(N/C=C/C(=O)c2ccc(C)cc2)c([N+](=O)[O-])c1,.,1%,-32%[11.4 µM],-25%,-3%,-1%,-5%,.,-9
CC[C@H](NC(=O)c1c(C)c(-c2ccccc2)nc2ccccc12)c1ccccc1,18%[12.7 µM],-10%,-6%,46%[activator],i,-8%,-14%,5%,2&2
CC(=O)c1ccc(OCC(=O)NC(=O)NC2CCCCC2)cc1,26%,-3%,1%,28%,-2%,-13%,-7%,-15%,4
CCC(=O)Nc1cc(C(=O)OCC(=O)c2ccccc2)ccc1C,12%,1%,-9%,18%,-1%,-2%,2%,2%,-1
CC1(C(=O)N2CCC(CO)(Cc3cccc(C(F)(F)F)c3)CC2)CC1,64%[activator],-1%,2%,31%,-9%,15%,-4%,8%,-2
CCn1cc([N+](=O)[O-])c(C(=O)N2CCCCCC2)n1,.,6%,-4%,56%[activator],-5%,-1%,8%,-4%,-4
Cc1ccc2c(c1)N(CC(=O)NCCCN1CCOCC1)C(=O)C(C(C)C)O2 (centres undefined),-1%[0.501 µM],-4%,5%,2%,-4%,-3%,3%,7%,-4
O=C(Nn1c(=S)[nH]c2ccccc2c1=O)c1ccncc1,?,-1%,8%,37%,-6%,-1%,1%,.,-15
CCOc1ccc(CCNC(=O)CCn2c(=O)c3cccn3c3ccc(F)cc32)cc1,-1%[59 µM],-1%,-15%,24%,i,-1%,-2%,1%,-1
COc1ccc(CC(=O)Nc2sc(Cc3ccccc3)c(C)c2C(N)=O)cc1,-35%,17%,-14%,34%,-6%,3%,-2%,-4%,6
COc1ccc2cc3[n+](cc2c1OC)CCc1cc2c(cc1-3)OCO2,-10%[2.33 µM],3%&3%,-17%&-21%,27%&20%,5%&3%,-3%&-4%,-1%&2%&7%,6%&3%,-11&-9&-15
COC(=O)/C=C/c1ccc(OC(=O)c2ccncc2)cc1,-15%[59 µM],-6%,1%,54%[activator],3%,-2%,1%,10%,-3
COc1ccc(CNC(=S)Nc2cccc(C)c2C)cc1,9%,-6%,-11%,18%,-2%,-4%,6%,-10%,11
Cc1cc(NC(=O)c2ccc(F)c(S(=O)(=O)N3CCCCC3)c2)no1,.,-3%,-12%,15%,i,4%,1%,-6%,-3

# Three of the entries above in order of their number in PI4K2A inh, falling:
compound,G9a inh,Pin1 inh,JMJD2A Tudor,HP1b chromo inh,Tb PGK inh,ERG Ets-DNA blk,GLS inh,BAZ2B inh,PI4K2A inh
CC1(C)CC(=O)N(c2cc(Cl)cc(Cl)c2)C(=O)C1,7%,-10%,-2%,65%[activator],-7%,-2%,-23%,1%,3
CCOC(=O)CSC1=C(C#N)C(c2ccco2)C(C(=O)Nc2cccc(C(F)(F)F)c2)=C(C)N1 (centres undefined),8%[59 µM],?,-23%,25%,3%,-1%,-7%,-3%,2
CCCNC(=O)CCn1cc(-c2ccc(OC)cc2)nc1-c1ccncc1,1%,-5%,-15%,0%,-7%,6%,-1%,-28%,1

# An unsorted share of the library; about 11% have a hit in one of these screens.
